PfHsp40 rescue: rescue of PfHsp40-mediated yeast toxicity; S. cerevisiae expressing PfHsp40, growth rescue, ATP luminescence; growth rescue, % at 12.5 µM; 340,000 compounds, 0.68% hits; in the data active = growth rescue above about 28%, passing the limit was not always enough; inconclusive = no clear call, values can overlap the other calls;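 note: yeast W303a lacking pdr1 and pdr3 grown in galactose medium; growth measured after three days at 30 °C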
Mtb BioA inh: inhibitors of Mycobacterium tuberculosis BioA enzyme | purified M. tuberculosis BioA enzyme, plate reader | inhibition, % at 9.99 µM | 360,000 compounds, 0.096% hits; in the data active = inhibition above about 40%; inconclusive = no clear call, values can overlap the other calls
FadD28 FP inh: inhibitors of Mycobacterium tuberculosis FadD28 bisubstrate binding. FadD28 bisubstrate probe binding, fluorescence polarization. inhibition, % at 12.5 µM. 360,000 compounds, 0.22% hits; in the data active = inhibition above about 8.5%, passing the limit was not always enough; inconclusive = no clear call, values can overlap the other calls
Mtb UGM inh: inhibitors of M. tuberculosis UDP-galactopyranose mutase. purified UGM, fluorescence polarization probe displacement. 320,000 compounds, 0.06% hits. AID 504406. inhibition, % at 10 µM; in the data active = inhibition above about 10%, passing the limit was not always enough; inconclusive = no clear call, values can overlap the other calls
Target sequence (P9WIQ1 whole entry, looked up): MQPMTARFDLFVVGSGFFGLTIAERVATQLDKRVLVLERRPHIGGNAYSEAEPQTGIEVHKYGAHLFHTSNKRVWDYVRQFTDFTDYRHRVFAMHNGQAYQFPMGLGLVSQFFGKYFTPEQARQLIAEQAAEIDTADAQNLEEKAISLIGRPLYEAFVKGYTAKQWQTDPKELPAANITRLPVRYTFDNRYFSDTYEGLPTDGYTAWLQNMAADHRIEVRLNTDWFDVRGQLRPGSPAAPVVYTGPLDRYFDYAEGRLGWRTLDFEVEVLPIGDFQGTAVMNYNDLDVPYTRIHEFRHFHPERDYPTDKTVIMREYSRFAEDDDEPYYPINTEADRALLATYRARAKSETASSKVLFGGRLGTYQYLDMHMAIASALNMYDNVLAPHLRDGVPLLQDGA
Anthrax LF prot: anthrax lethal factor protease inhibition; P15917; multiplex microsphere protease cleavage assay, LF; inhibition, % at 10 µM; 360,000 compounds, 0.12% hits; note: plate controls were buffer without enzyme for full effect and enzyme alone for no effect
FBA Mtb inh: inhibits M. tuberculosis FBA enzyme. inhibition, % at 1 µM. purified M. tuberculosis FBA, fluorescence read-out. P9WQA3. 360,000 compounds, 2.3% hits; in the data active = inhibition above about 27%;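 note: 0% = vehicle and 100% = reference inhibitor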
Target sequence (P9WQA3 whole entry, looked up): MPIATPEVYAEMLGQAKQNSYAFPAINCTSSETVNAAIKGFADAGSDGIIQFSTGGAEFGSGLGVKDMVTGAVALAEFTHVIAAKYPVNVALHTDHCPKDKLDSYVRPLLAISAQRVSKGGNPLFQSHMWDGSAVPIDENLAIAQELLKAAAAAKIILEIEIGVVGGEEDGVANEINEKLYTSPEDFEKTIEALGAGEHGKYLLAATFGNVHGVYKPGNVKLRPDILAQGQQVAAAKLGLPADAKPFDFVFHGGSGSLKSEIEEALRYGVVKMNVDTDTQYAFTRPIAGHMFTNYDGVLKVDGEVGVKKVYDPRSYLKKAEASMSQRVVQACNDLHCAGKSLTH
BoNT F protease: BoNT F light chain protease inhibition. Multiplex microsphere protease cleavage assay, flow cytometry. inhibition, % at 10 µM. 360,000 compounds, 0.22% hits; in the data active = inhibition above about 35%, passing the limit was not always enough; inconclusive = no clear call, values can overlap the other calls; note: plate controls were buffer without enzyme for full effect and enzyme alone for no effect
BoNT-A LC inh2: inhibitors of Botulinum neurotoxin A light chain protease | multiplex microsphere protease substrate cleavage, flow cytometry | inhibition, % at 10 µM | 360,000 compounds, 0.17% hits | AID 588499; note: plate controls were buffer without enzyme for full effect and enzyme alone for no effect
GDH-TPI counter: GDH-TPI coupled enzyme inhibition counter-screen | GDH-TPI coupled enzyme counterscreen, NADH absorbance | inhibition, % at 4.8 µM | 360,000 compounds, 1.2% hits | AID 588335; in the data active = inhibition above about 30%;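 note: 0% = DMSO wells and 100% = wells lacking the enzyme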
* = called active by the depositor; ? = inconclusive; . = not tested or not shown. Cut-off read from the data, not from the text of the source, unless noted: active = inhibition above about 30%; inconclusive = no clear call, values can overlap the other calls; inactive = below that.

Value order: FBA Mtb inh | Mtb UGM inh | FadD28 FP inh | GDH-TPI counter | Mtb BioA inh | Anthrax LF prot | BoNT F protease | BoNT-A LC inh2 | PfHsp40 rescue
Cc1cccc(-n2c(O)c(C=Nc3ccccc3N)c(=O)[nH]c2=O)c1
    1 | 0.4 | -2.0 | 25 | -3.8 | -12 | -10 | -0.3 | 0.3
O=C(Oc1cccc(-n2cnnn2)c1)C1CCCCC1
    0 | 2.3 | -3.4 | -5 | 0.1 | -5 | 3 | 2.5 | -0.1
CC(=O)c1cccc(S(=O)(=O)Nc2ccc3nc(C)sc3c2)c1
    -2 | -1.5 | 0.2 | 9 | -0.7 | 0 | 0 | -0.7 | -0.5
CC(C)NC(=O)CSc1nc(Cc2cccs2)nc2ccccc12
    0 | 0.7 | -0.6 | 12 | -0.2 | 1 | -3 | 2.2 | -0.4
Cn1c(CNC(=O)CCNC(=O)c2ccccc2)cc(=O)n(C)c1=O
    -1 | -0.7 | 0.5 | 5 | -2.6 | -3 | -1 | 0.6 | 1.0
Cn1nc(C(=O)Nc2cccc(S(=O)(=O)N3CCOCC3)c2)c2ccccc2c1=O
    0 | 1.1 | -2.8 | 8 | -0.5 | -5 | -2 | 2.0 | 0.0
Cc1cc(OC(C)C(=O)NCC(O)c2ccccc2)c2c3c(c(=O)oc2c1)CCCC3 (configuration not stated)
    81* | 2.7 | -4.0 | 6 | 0.9 | 0 | 1 | 1.0 | 1.7
CCOC(=O)c1cccc(C2=CC(=O)CC(C)(C)C2)c1
    2 | -0.1 | -2.0 | 0 | 1.7 | -9 | -2 | 0.0 | -1.2
O=C1N/C(=C/c2ccsc2)C(=O)N1c1ccccc1
    0 | -0.4 | -3.7 | 12 | 0.2 | 2 | -5 | 0.4 | 0.4
Cc1cc(C(=O)COC(=O)C2CC2)c(C)n1-c1ccc(F)cc1
    2 | -0.3 | -2.7 | -8 | -0.7 | -3 | -2 | -0.6 | 1.2
Cc1ccccc1-c1nc(CS(=O)(=O)CC(=O)NCCc2ccccc2)c(C)o1
    0 | 0.3 | -0.5 | 5 | . | 2 | 0 | 0.1 | 0.3
CCn1c(COc2cccc(OC)c2)nnc1SCC(=O)Nc1ccccc1C(=O)OC
    0 | -0.9 | -4.4 | 7 | 5.5 | 1 | 6 | ? | 1.2
NC(=O)NC(=O)COC(=O)/C=C/c1cccc(Br)c1
    2 | -0.4 | 0.6 | -4 | . | -9 | 1 | 1.4 | -0.4
CN(C)C(=O)COC(=O)c1cccc(S(=O)(=O)N2CC3(C)CC2CC(C)(C)C3)c1 (configuration not stated)
    1 | -2.4 | -0.8 | 12 | 0.0 | 1 | -2 | -0.1 | -0.8
Cc1ccccc1C(=O)NC1CCN(CC(=O)Nc2ccccc2Cl)CC1
    4 | 0.3 | -0.7 | -2 | 16 | 1 | 9 | 4.5 | 12
Clc1cc2nc(-c3cccnc3Cl)[nH]c2cc1Cl
    14 | 1.7 | -10 | 8 | 2.3 | 1 | -7 | -1.6 | -1.2
Cc1ccc(NC(=O)CSc2nnc(-c3ccoc3C)n2CCCN(C)C)cc1Cl
    4 | 2.4 | -4.1 | -5 | 0.4 | -15 | -23 | -0.1 | 2.7
CC1(C)O[C@@H]2C[C@H]3[C@@H]4CCC5=CC(=O)C=C[C@]5(C)[C@@]4(F)[C@@H](O)C[C@]3(C)[C@]2(C(=O)CO)O1
    0 | -2.4 | -1.3 | 4 | -5.1 | -6 | -2 | -0.9 | 0.2
CCNc1nc(-c2cc3ccccc3o2)cs1
    -2 | 0.8 | 0.0 | 6 | . | 1 | -3 | 4.5 | 0.3
CCOC(=O)C(O)(CC(=O)c1ccc(OC)cc1)C(F)(F)F (configuration not stated)
    3 | 1.3 | 1.2 | 5 | -0.6 | 1 | 9 | 2.4 | -1.2
Clc1cccc(N2CCNCC2)c1Cl
    0 | -1.5 | -4.5 | 11 | 27 | 0 | -3 | 1.0 | -0.2
Cc1ccc(C)c(NC(=O)CCN2CCCCC2)c1
    -1 | 0.8 | -1.2 | -5 | -0.1 | 0 | 13 | 1.6 | 1.9
COc1ccc(OC)c(C2SCCN2S(=O)(=O)c2cccc(C(F)(F)F)c2)c1 (configuration not stated)
    -2 | 2.9 | -3.2 | 0 | -0.5 | -6 | -8 | -0.1 | 3.9
Cn1nnc(NCc2cc(Br)ccc2OCc2cccs2)n1
    1 | -2.8 | -5.4 | 9 | . | -5 | -2 | 0.2 | -0.7
CCC(=O)NC(=S)Nc1ccc(NC(=O)c2ccc([N+](=O)[O-])cc2)cc1
    3 | 4.4 | -0.1 | 18 | . | -1 | 5 | 0.5 | 1.1
O=C(Nc1cccnc1Cl)c1cc2c(s1)-c1ccccc1OC2
    153* | -2.5 | -3.7 | 7 | 2.0 | 0 | 1 | -0.1 | 0.7
Cc1nnc(NC(=O)CSc2nnc(CC(=O)Nc3ccccc3F)n2C)s1
    -1 | -2.0 | 1.6 | 5 | 5.2 | 0 | -2 | 1.1 | -1.1
Clc1cccc(Cl)c1CSc1nnc2ccccn12
    -1 | 2.9 | -0.9 | 1 | -0.3 | 0 | 0 | 0.6 | 6.0
COC(=O)c1cn(NC(=O)c2ccncc2)c(=O)c2ccccc12
    -2 | -0.2 | -3.7 | 0 | 0.2 | 3 | -8 | 0.7 | -1.0
CCCCSc1cnn(-c2ccccc2)c(=O)c1SCCCC
    1 | -0.4 | -1.9 | 13 | -0.2 | 2 | 6 | 2.1 | 0.5
CCOC(C[n+]1c(-c2ccccc2)cc(C)cc1-c1ccccc1)OCC
    12 | 0.9 | -0.2 | 8 | 0.1 | -18 | -37 | 2.9 | -0.7
COC(=O)/C=C1\C(=O)N(c2nc3ccccc3s2)C(=S)N1c1ccc(F)cc1
    1 | 2.6 | -1.3 | 4 | -2.1 | -1 | 2 | 1.8 | -1.4
CC(=O)c1ccc(Cl)c(Cl)c1Cl
    1 | 1.4 | -0.8 | 3 | -0.3 | -1 | -9 | -0.5 | -0.6
O=C(COc1ccccc1[N+](=O)[O-])Nc1ccc2oc(=O)ccc2c1
    -2 | -3.4 | -5.1 | 6 | -0.4 | 1 | 9 | 1.8 | -0.4
CC(C)CC1C(=O)N(Cc2cn(CCC3OCCO3)nn2)CCS(=O)(=O)N1Cc1ccc(-c2ccc(F)nc2)cc1 (configuration not stated)
    4 | . | -5.3 | 6 | -2.3 | -1 | -4 | -0.5 | .
CSc1nnc(C)c(=O)n1COC(=O)c1cc(Cl)ccc1[N+](=O)[O-]
    -1 | 0.3 | -5.2 | -3 | . | -3 | -1 | 0.0 | 0.7
CCCCc1cc(=O)oc2cc(C)c(CN3CCCC3)c(O)c12
    -1 | 1.7 | -0.5 | 9 | -1.2 | -3 | 6 | 5.5 | 0.1
Cc1ccc(-n2nc3c(c2NC(=O)c2ccc4c(c2)OCO4)CS(=O)(=O)C3)c(C)c1
    -1 | 3.0 | -2.5 | 4 | -0.9 | -1 | 5 | -1.9 | 0.4
Cc1ccc(OCC(=O)Nc2ccc(N3CCN(S(C)(=O)=O)CC3)cc2)cc1C
    0 | -1.8 | -0.4 | -3 | . | 0 | -4 | -0.6 | -0.5
Cc1ccc2c(c1C)NC(=O)CC(c1ccccc1O)=N2
    4 | 0.5 | -0.2 | 5 | . | 4 | 0 | 0.2 | -2.4
CCC(C)[C@H](NC(=O)Nc1ccc2c(c1)OCCO2)C(=O)O (some centres not stated)
    3 | -0.1 | 1.6 | 3 | -1.5 | -5 | -1 | -0.2 | -1.5
COc1cccc(-n2nnc3c(=O)n(CC(=O)N4CCC(C)CC4)cnc32)c1
    3 | -1.6 | -2.1 | 2 | 0.5 | -2 | -7 | -0.8 | -0.8
CCN(CC)C(=O)CSc1nc(C)cc(-c2cccs2)c1C#N
    3 | 2.8 | -1.9 | 3 | 14 | -8 | 6 | -0.2 | 0.1
CC(=O)c1cc(F)c(N2CCN(C(=O)COc3ccccc3F)CC2)cc1C
    38* | -1.8 | 0.9 | 7 | 8.2 | 2 | -34 | -0.7 | 2.5
CN1CCN(C(=O)c2cnn(-c3ccccc3)c2NC(=O)c2ccc(Br)cc2)CC1
    0 | -0.9 | -1.2 | 19 | -0.9 | 1 | -1 | 0.1 | -0.4
COc1ccc(C(=O)NCCS(=O)(=O)N2CCN(C(=O)c3ccco3)CC2)cc1
    0 | -0.8 | -3.6 | 4 | 0.6 | . | . | . | 0.8
Cc1ccccc1NC(=O)Nc1ccccc1C(N)=O
    1 | 2.1 | -0.8 | -8 | . | -1 | 1 | -0.1 | 0.7
CCOC(=O)c1ccc(NC(=O)C2CCN(S(=O)(=O)c3c(C)nn(C)c3C)CC2)cc1
    -2 | 1.9 | -0.6 | 2 | 0.6 | -1 | 8 | -0.1 | 0.3
CC1CCN(Cc2nc(-c3ccc(Cl)cc3)no2)CC1
    1 | -2.1 | -0.3 | 6 | . | 2 | -7 | 0.0 | 0.0
O=C(COC(=O)c1ccc2c(c1)C(=O)N(Cc1ccncc1)C2=O)Nc1ccccc1[N+](=O)[O-]
    1 | 2.8 | 1.3 | 5 | -0.5 | -4 | -5 | 1.1 | -1.1
Cc1cc(NC(=O)COC(=O)C2CCN(S(=O)(=O)c3c(Cl)cccc3Cl)CC2)no1
    -1 | 7.0 | -1.2 | -3 | -0.2 | -6 | 0 | -0.6 | 1.3
COc1cccc(-c2nnc(SCN3C(=O)c4ccccc4C3=O)n2C)c1
    1 | -1.7 | -0.9 | 6 | -1.3 | 3 | 0 | 0.5 | 1.3
Cc1c(-n2c(-c3ccccc3)nc3ccccc3c2=O)c(=O)n(-c2ccccc2)n1C
    0 | -2.9 | -3.5 | -1 | . | -2 | -1 | -0.4 | 0.3
O=C(Cn1cc(C(F)(F)F)ccc1=O)N/N=C/c1ccc(F)cc1
    4 | 2.0 | -1.2 | -3 | . | 2 | 2 | 0.9 | -0.8
O=[N+]([O-])c1cc(S(=O)(=O)N2CCCCC2)ccc1NCc1cccc(Cl)c1
    -2 | -0.3 | -2.1 | 6 | -2.7 | 0 | -11 | 0.3 | 0.8
CCN(C[C@H]1N[C@@](CC)(C(=O)OC)[C@H]2C(=O)N(C)C(=O)[C@@H]12)C(=O)Nc1ccc(Cl)cc1
    5 | . | 0.0 | 9 | 0.1 | -4 | -3 | -0.2 | -0.1
OC(COC(c1ccc(Cl)cc1)c1ccc(Cl)cc1)CN1CCCC1 (configuration not stated)
    -2 | -3.1 | -3.3 | 6 | 1.6 | -4 | 16 | 2.2 | 0.0
N#CCC(=O)N/N=C/c1cc(Br)ccc1OCc1cccc2ccccc12
    -1 | 0.5 | -3.2 | 11 | -1.2 | -7 | -4 | 1.2 | -0.6
Cc1nc(NC(=O)CCc2ccccc2)sc1C
    1 | -0.5 | 0.5 | 3 | 4.2 | -1 | -10 | 2.0 | -1.2
O=C(COC(=O)Cc1ccc(Cl)cc1)NCc1ccco1
    -1 | 0.7 | 0.6 | 2 | . | 2 | -3 | -0.1 | 1.1
CC(C)OP(C)(=O)CN1CCN(CP(C)(=O)OC(C)C)CC1 (configuration not stated)
    -2 | 1.1 | -4.1 | 2 | -1.1 | 0 | -3 | -1.2 | -0.3
Clc1cccc2c1Sc1ccccc1CC2N1CCNCC1 (configuration not stated)
    2 | -0.3 | -13 | -3 | . | -2 | -28 | -0.9 | 1.1
COc1ccc(OC)c(/C=N/N2CCN(c3ccc(Cl)cc3)CC2)c1
    2 | 2.5 | -0.3 | -5 | -0.3 | 5 | -5 | -2.6 | 0.8
